WT yeast gro inh = growth inhibition of WT yeast, mitochondrial fusion screen; mitochondrial fusion phenotypic screen, WT strain; inhibition, % at 10 µM; actives 2.1% (n = 190,000); AID 1362; in the data active = inhibition above about 58%; tested in S. cerevisiae
Siah-1 displacement = blockers of Siah-1 interaction with plectin peptide – biochemical, fluorescence polarization, rhodamine-plectin, uHTS, primary screen (AID 1817). actives 0.02% (n = 290,000). one-dose displacement, % at 20 µM; IC50 in µM for titrated hits. Siah-1 / rhodamine-plectin peptide fluorescence polarization; higher % means a stronger effect;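 active = displacement of at least 50% at 20 µM, with a fluorescence ratio check between 0.3 and a set limit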;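 note: plate controls were Siah plus tracer with DMSO for no effect and tracer alone without Siah for full effect; strong numbers were not always called active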
human PMI inhibition = inhibitors of human PMI, primary screen, biochemical, fluorescence intensity, coupled assay (AID 1209) | purified PMI enzyme, coupled fluorescence intensity; higher % means a stronger effect | inhibition, % at 20 µM, or IC50 in µM where a hit was titrated | actives 0.42% (n = 190,000);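 note: plate controls were DMSO vehicle for no effect and wells lacking substrate for full effect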
RSV antiviral HEp-2 = RSV antiviral activity via CPE protection, HEp-2 cells, primary 10 µM value included (AID 2391); HEp-2 cells, RSV-induced CPE inhibition; higher % means a stronger effect; one-dose CPE inhibition, % at 10 µM; IC50 in µM for titrated hits; actives 0.13% (n = 310,000); in the data active = a potency from the dose series; inconclusive = CPE inhibition mostly from about 23% at the one dose, without a potency; inactive = the rest, 99 in 100 with CPE inhibition below about 21%; note: strong numbers were not always called active
XIAP displacement = XIAP antagonists, biochemical, IAP family, fluorescence polarization (AID 1018); actives 0.007% (n = 200,000); displacement, % at 20 µM, or IC50 in µM where a hit was titrated; XIAP BIR domain, fluorescence polarization peptide displacement; higher % means a stronger effect; in the data active = displacement above about 50%; note: a part of the inactive calls stands beside numbers as strong as those of hits
TNAP activation fold = human TNAP enzyme activators, primary screen, biochemical, luminescent, no phosphate acceptor, uHTS (AID 1001); actives 0.03% (n = 200,000); activation fold at 20 µM, or EC50 in µM where a hit was titrated; purified TNAP, luminescent activation assay, no phosphate acceptor; higher activation fold means a stronger effect; in the data active = activation fold from about 3, or a potency from the dose series; inactive = the rest, 99 in 100 with activation fold below about 1.6; note: many of its hits are not listed in these tables
human PMI inhibitors = MPI inhibition at elevated mannose 6-phosphate – biochemical, fluorescence intensity, high mannose 6-phosphate, primary screen (AID 1220); recombinant PMI enzyme, coupled fluorescence intensity; higher % means a stronger effect; inhibition, % at 20 µM; hits with a dose series show IC50 in µM; actives 0.66% (n = 190,000)
Myeloid diff MLP = promotes myeloid progenitor differentiation | ER-HoxA9 myeloid progenitors, lysozyme-GFP differentiation, flow cytometry | calls only at 10 µM | actives 1% (n = 360,000);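 active = normalized GFP-positive differentiation at or above the plate's own cutoff, the solvent-only control mean plus 3 SD; inconclusive = no clear call, values can overlap the other calls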;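 note: cells exposed to compound for four days before flow analysis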
Salmonella PhoP GFP = PhoP-dependent GFP reporter repression – Salmonella Typhimurium, primary screen (AID 1863) | S. Typhimurium PhoP-regulated promoter GFP reporter, 4 h; higher % means a stronger effect | inhibition, % at 50 µM, or IC50 in µM where a hit was titrated | actives 0.16% (n = 300,000);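 active = inhibition over 29.93%, a cutoff 3 SD above the screen mean, later confirmed by dose response; inconclusive = inhibition over 29.93% but no dose response follow-up; inactive = inhibition at most 29.93% or unconfirmed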;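 note: 0% = low Mg2+ inducing control and 100% = high Mg2+ repressing control; strong numbers were not always called active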
WT yeast gro inh mutant strain = second read-out of WT yeast gro inh, no call of its own (marks repeat the call); inhibition, %; mitochondrial fusion phenotypic screen, mutant strain inhibition
Myeloid diff MLP GFP+ MAC1+ % = recorded beside Myeloid diff MLP, whose call it bears; GFP+ MAC1+ double positive, %; measured here: differentiation confirmed by MAC1 staining
* = called active by the depositor; i = inactive; u = inconclusive; x = not tested or not shown; + = active, no number. Cut-off read from the data, not from the text of the source, unless noted: active = inhibition above about 50%; inactive = the rest.

Values run as follows: WT yeast gro inh, WT yeast gro inh mutant strain, Siah-1 displacement, human PMI inhibition, RSV antiviral HEp-2, XIAP displacement, TNAP activation fold, human PMI inhibitors, Myeloid diff MLP, Myeloid diff MLP GFP+ MAC1+ %, Salmonella PhoP GFP
FC(F)(F)c1ccc2c(c1)N1CCCC1CN2 (stereo not given)
→ 27, 28, 0%, -23%, 1.4%, -8.8%, 1, -33%, i, 1.1, -2%
c1ccc2c(c1)OCCOCCOc1ccccc1OCCOCCO2
→ 43, 8, -2%, 12%, 1.6%, -4.4%, 1.1, 14%, i, 1.5, 0%
CCN1CCN(CCn2c(=S)[nH]c3ccccc3c2=O)CC1
→ -7, 2, -1%, 9%, -0.1%, -5.5%, 1.1, 3%, i, 1.0, 26%
O=C(NCc1ccccc1)c1ccccc1-c1nc2ccccc2[nH]1
→ 12, 22, -6%, 4%, 0.8%, -17%, 1, 15%, i, 0.4, -2%
CC1CCC/C(=C\Nc2ccc(O)cc2)C1=O (stereo not given)
→ -35, 3, 27%, 25%, -0.3%, -4.2%, 1, 57%*, +, 4.7*, -3%
O=C(COC(=O)c1cnc(Cl)c(Cl)c1)NCCC1=CCCCC1
→ -21, 13, 5%, 1%, 0.7%, -3.7%, 1.1, 2%, i, 0.5, -8%
Cc1sc2nc(COC(=O)c3ccc(Cl)c(N)c3)[nH]c(=O)c2c1C
→ x, x, -4%, x, 0.9%, x, x, x, i, 0.2, -6%
COc1ccc(NC(=O)COc2ccc(CNCCCN3CCOCC3)cc2OC)cc1
→ -20, -11, 5%, -6%, -2.9%, -2.8%, 0.9, -5%, i, 2.7, 10%
NNC(=O)c1ccc(Cn2cc(Cl)cn2)cc1
→ -8, -6, 8%, -4%, 3.1%, -2.8%, 1.1, 1%, i, 3.0, -12%
S=c1[nH]nc(COc2ccc(Cl)cc2)n1C1CCCCC1
→ 25, 13, -2%, -2%, 3.1%, -7.3%, 0.9, 8%, i, 6.2, 4%
COc1cc(CC(=O)OCC(=O)Nc2cccc([N+](=O)[O-])c2)cc(OC)c1OC
→ 2, 1, 2%, 11%, 3.8%, -30%, 1.1, 10%, i, 0.4, 11%
O=C(COc1ccc2c3c(c(=O)oc2c1)CCCC3)NCCCn1ccnc1
→ x, x, 5%, x, 0.2%, x, x, x, i, 4.6, -2%
Cc1cc(C)n(-c2nc3ccccc3nc2Nc2ccc(CC(=O)O)cc2)n1
→ 5, -6, 2%, 11%, 0.8%, -5.1%, 1.2, 7%, i, 1.9, 1%
CCc1cc(=O)oc2cc(OC(C)C(=O)NCCCn3ccnc3)ccc12 (stereo not given)
→ x, x, 2%, x, 0.6%, x, x, x, i, 0.6, -13%
COc1ccc2cc(C(=O)C3CCCN(C(=O)/C=C/c4ccccn4)C3)ccc2c1 (stereo not given)
→ -1, -11, 11%, 13%, 1.5%, -2.6%, 1, 12%, i, 0.0, 3%
CC(C)(C)NC(=O)COC(=O)CCC(=O)c1ccc(F)cc1
→ 13, -1, 7%, 3%, 1.8%, -5.1%, 1.1, 1%, i, 0.6, 18%
Cc1ccc(OCCOC(=O)Cn2nc(C)c([N+](=O)[O-])c2C)cc1
→ 5, -12, -3%, 0%, 1.1%, -6.8%, 1.1, 3%, i, 0.6, 3%
CCS(=O)(=O)c1ccc2oc(SCC(=O)Nc3ccc(OC)cc3)nc2c1
→ 1, -5, -2%, 2%, 2.2%, -0.2%, 1.3, 2%, i, 0.3, -9%
Cc1ccc(S(=O)(=O)NCc2ccc(C(=O)NCCCN3CCC(Cc4ccccc4)CC3)cc2)cc1
→ 17, 3, 0%, 7%, u, -1.4%, 0.8, 7%, i, 0.2, 10%
CC(C)Oc1ccc(OCCNC2CCCC2)cc1
→ 6, 12, 3%, -9%, -1.6%, -1.8%, 1.1, -16%, i, 0.5, 5%
COc1cc(C(=O)NCC2CCCO2)ccc1OCc1ccccc1Cl (stereo not given)
→ x, x, -9%, x, 1.6%, x, x, x, i, 0.0, -1%
Cc1ccc(S(=O)(=O)N2CCOCC2)cc1C(=O)OCC(=O)N1CCc2ccccc2C1
→ -4, -16, 3%, 9%, x, -2.4%, 1, 0%, i, 1.5, 9%
COc1cccc(CNC(=O)c2cc3ccccn3n2)c1
→ -2, -6, 5%, -5%, 3.0%, -2.8%, 1.1, -5%, i, 2.3, 4%
CC(C)(C)C(=O)Nc1nc(=S)ss1
→ 15, 22, 1%, 16%, 1.4%, -3.7%, 1.1, -4%, i, 0.3, 1%
Cc1ccc2nc(NC(=O)C3CCN(S(=O)(=O)c4cc([N+](=O)[O-])ccc4Cl)CC3)sc2c1
→ 5, -13, 20%, -2%, 17%, -6.3%, 1, 18%, i, 0.8, 0%
O=C(COc1ncnc2ccccc12)NCCC1=CCCCC1
→ -2, -27, -2%, 5%, 0.9%, -5.7%, 1.1, 14%, i, 0.9, -3%
COc1ccccc1NC(=S)NC12CN3CN(CN(C3)C1)C2
→ -10, -22, 3%, -5%, 0.9%, -7.3%, 1.1, 0%, i, 0.3, -2%
Cc1ccc(NC(=O)COC(=O)CNC(=O)c2ccc3ccccc3c2)c([N+](=O)[O-])c1
→ 3, -5, 9%, 6%, 2.2%, -3.1%, 1.1, 13%, i, 0.3, -1%
COc1ccc(CCNC(=O)CSc2nnc(C(C)N(C)C)n2Cc2ccccc2)cc1OC (stereo not given)
→ -11, 7, 4%, -1%, -0.1%, -1.4%, 1.1, -2%, i, 0.9, -3%
O=C(CSc1nc2ncccc2[nH]1)NC1CCCCC1
→ x, x, 4%, x, 0.7%, x, x, x, i, 0.9, 3%
COc1ccc(C(=O)NC(=S)Nc2ccc(CN3CCOCC3)cc2)cc1Cl
→ x, x, -1%, x, 14%, x, x, x, i, 1.9, -4%
Cc1ccc(NC(=O)C2CCN(C(=O)NC3CCCCC3)CC2)c(C)c1
→ 8, 7, -4%, 4%, 3.1%, -5.7%, 1, 6%, i, 1.3, 17%
CCNC(=O)CC1C(=O)N(c2ccccc2)C(=O)N1CCC(C)C (stereo not given)
→ -6, -17, -5%, 0%, 3.3%, -4.2%, 1.1, -5%, i, 0.7, -5%
CCCc1cc(NCc2ccccn2)n2nc(C)c(-c3ccccc3)c2n1
→ x, x, -5%, x, 6.6%, x, x, x, i, 0.8, 11%
COc1ccc(C(c2c(NC(C)=O)sc3c2CCCC3)N2CCN(CCO)CC2)cc1OC (stereo not given)
→ -6, -6, 3%, 16%, 14%, -5.2%, 1, 18%, i, 1.8, -6%
S=c1nc[nH]c2c1sc1nc(N3CCOCC3)c3c(c12)CCCC3
→ 48, 45, -5%, -58%, 64%, -6.9%, 1.1, -99%, i, 0.1, -2%
O=C(COC(=O)c1cccs1)c1ccc2ccccc2c1
→ -3, 1, 20%, 16%, 3.0%, -4.1%, 1.1, 23%, i, 0.6, 2%
O=C1C=CC(O)(c2cc(=O)c3c(O)cc(O)cc3o2)C=C1
→ -3, -12, 11%, -5%, -4.0%, -9.3%, 1.1, 4%, u, x, 0%
CC(C)CC(=O)Nc1ccc(C(=O)NNC(=S)NC(=O)C2CCCCC2)cc1
→ 31, 6, -7%, -10%, -1.3%, -21%, 1.3, -6%, i, 5.1, 10%
Cc1cccc(OCC(=O)Nc2cccc(O)c2)c1
→ -2, 15, -1%, 9%, -0.2%, -2.7%, 1.1, 6%, i, 0.5, 8%
Cc1nc(SCc2ccc(O)c([N+](=O)[O-])c2)c([N+](=O)[O-])[nH]1
→ x, x, 16%, x, 1.9%, x, x, x, i, 0.0, 2%
CCOC(=O)C1=C(C)N2C(=C(C#N)[C@@H]1c1ccc(C(=O)OC)cc1)SC[C@@]2(O)C(C)(C)C
→ 13, 10, 3%, 0%, 6.6%, -4.4%, 1.1, -18%, i, 0.3, 3%
COc1ccccc1NC(=O)NCCCN1CCN(c2cccc(Cl)c2)CC1
→ 14, 8, 5%, 4%, 0.4%, -1.4%, 1.1, 1%, i, 3.1, 3%
CCc1ccc(OCCCCCn2ccnc2)cc1
→ x, x, 2%, x, 4.1%, x, x, x, i, 0.4, 5%
CN1CCN(S(=O)(=O)c2ccccc2)CC1
→ x, x, -1%, x, -0.1%, x, x, x, i, 0.6, -1%
CCOc1ccc(NC(=O)NC2CCS(=O)(=O)C2)cc1 (stereo not given)
→ x, x, -2%, x, 0.1%, x, x, x, i, 0.6, -4%
Cn1nc(OCc2ccccc2)ccc1=O
→ 3, 15, 6%, -4%, -0.8%, -6.4%, 1, -5%, i, 0.9, 6%
O=C1CCCCC/C1=N/Nc1ccc(OCc2ccccc2)cc1
→ x, x, 4%, x, 5.7%, x, x, x, i, 0.7, -9%
COCCCn1c(SCC(=O)NC2CCCCC2)nnc1-c1ccncc1
→ -31, 0, 3%, 6%, -0.8%, -3.2%, 1.1, 2%, i, 1.3, 10%
CCOC(=O)c1c(C)nc2sc3c(=O)n(-c4ccc(C(C)=O)cc4)cnc3c2c1-c1ccc(Cl)cc1
→ 10, 35, -2%, 2%, 21%, 0.5%, 1.1, 4%, i, 1.3, 6%

Sorted by molar mass (low to high): some entries from above.
Values run as follows: WT yeast gro inh, WT yeast gro inh mutant strain, Siah-1 displacement, human PMI inhibition, RSV antiviral HEp-2, XIAP displacement, TNAP activation fold, human PMI inhibitors, Myeloid diff MLP, Myeloid diff MLP GFP+ MAC1+ %, Salmonella PhoP GFP
Cn1nc(OCc2ccccc2)ccc1=O
→ 3, 15, 6%, -4%, -0.8%, -6.4%, 1, -5%, i, 0.9, 6%
COCCCn1c(SCC(=O)NC2CCCCC2)nnc1-c1ccncc1
→ -31, 0, 3%, 6%, -0.8%, -3.2%, 1.1, 2%, i, 1.3, 10%
CCOC(=O)C1=C(C)N2C(=C(C#N)[C@@H]1c1ccc(C(=O)OC)cc1)SC[C@@]2(O)C(C)(C)C
→ 13, 10, 3%, 0%, 6.6%, -4.4%, 1.1, -18%, i, 0.3, 3%

(continued)
Values run as follows: WT yeast gro inh, WT yeast gro inh mutant strain, Siah-1 displacement, human PMI inhibition, RSV antiviral HEp-2, XIAP displacement, TNAP activation fold, human PMI inhibitors, Myeloid diff MLP, Myeloid diff MLP GFP+ MAC1+ %, Salmonella PhoP GFP
Cc1cccc(-c2n[nH]c(=S)n2-c2ccccc2)c1[N+](=O)[O-]
→ -15, 4, 0%, 13%, 3.0%, -3.7%, 1.1, 3%, i, 0.5, -10%
O=C(O)c1ccccc1C(=O)NCc1c(Cl)cccc1Sc1ccc(Cl)cc1
→ x, x, 1%, x, 4.0%, x, x, x, i, 0.2, -7%
Cc1ccn2cc(C(=O)NCc3ccco3)nc2c1
→ -12, -8, 2%, -19%, -0.4%, -1.8%, 1.1, -11%, i, 0.4, 2%
O=C1NC(=S)S/C1=C\c1ccc(SCc2ccco2)o1
→ 69*, 55*, 24%, 10%, 2.3%, -1.2%, 0.9, 8%, i, 3.2, -11%

Assay outcomes deposited in PubChem by several laboratories.

Hits appear at their usual frequency. Share with any hit: about 3.1%.
